UHRF1 binding – UHRF1 methylated DNA binding inhibitors, primary screen, counter-screen for MBD2 inhibitor project, biochemical, TR-FRET, human UHRF1, single concentration | UHRF1 binding to methylated oligo | AID 687016, 2013 | actives 0.75% (n = 370,000) | E3 ubiquitin-protein ligase UHRF1 (Homo sapiens), Q96T88 | inhibition, % at 4.4 µM; in the data active = inhibition above about 21%;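 note: UHRF1 SRA domain binding a hemimethylated CpG hairpin DNA probe; 0% = median of test compound wells and 100% = reference inhibitor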
Tn7 DDE FP – inhibitors of Tn7 peptide binding to fibrin DD(E), primary screen, biochemical, fluorescence polarization, human fibrin, Tn7 probe; Fibrinogen beta chain (Homo sapiens), P02675; FP displacement of FITC-Tn7 peptide from fibrin DD(E); 0% = median of compound wells per plate; inhibition, % at 8.3 µM; actives 0.13% (n = 370,000);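 active = inhibition above the mean of compounds falling within the control limits plus 3 SD of them, cut at about 14% in these data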;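 note: 0% = plate median of compound wells and 100% = 10 µM Aha-Tn7 peptide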
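System: human fibrin DD(E); quantity: Fibrin-DD(E) at 2 µM final; also added: fluorescent Tn7 probe at 0.1 µM; compound dosing: single nominal test concentration of 8.3 µM per compound; schedule: 10 min preincubation, 3 h with tracer, room temperature; detection: fluorescence polarization of the labelled Tn7 tracer; repeats: one replicate per compound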
TDP2 absorb – human TDP2 enzyme inhibitors, primary screen, biochemical, epi absorbance, recombinant enzyme. T5PNP hydrolysis, p-nitrophenol absorbance 415 nm. Tyrosyl-DNA phosphodiesterase 2 (Homo sapiens), O95551. AID 720702, 2013. inhibition, % at 12.8 µM. actives 0.34% (n = 370,000);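 active = inhibition above the mean of all tested compounds plus 3 SD, set per campaign, cut at about 25% in these data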;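 note: 0% = DMSO with enzyme and 100% = buffer with substrate but no TDP2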
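Assay system: Recombinant human TDP2 | Quantity: 120 nM TDP2 per well | Incubation: 2 h at 37 °C | Signal: Epi absorbance | Evaluation: Percent inhibition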
PG9 binder – binders of HIV-1 gp120 antibody PG9, primary screen, biochemical, TR-FRET | HIV-1 gp120 / PG9 antibody interaction | TR-FRET gp120-PG9 antibody binding | inhibition, % at 6.7 µM | actives 0.43% (n = 360,000); in the data active = inhibition above about 8.5%
TCR-CD3 inh – inhibitors of human TCR-CD3 interaction, primary screen, biochemical, fluorescence, TAMRA-labeled TCR probe. T-cell receptor (TCR). inhibition, % at 9.4 µM. actives 0.37% (n = 360,000). AID 651800, 2012; in the data active = inhibition above about 19%;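 note: recombinant mutant TCR 2C K166C tagged with TAMRA read by polarization; 0% = receptor in buffer alone and 100% = receptor with positive control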
LEDGF integ inh – blockers of LEDGF/p75-dependent integrase strand transfer – biochemical, TR-FRET, high throughput, primary screen. actives 0.64% (n = 370,000). inhibition, % at 3.7 µM. TR-FRET IN-LEDGF/p75 DNA integration, Eu/Cy5. AID 743269, 2014;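 active = inhibition above the screen-wide mean plus 3 SD, cut at about 13% in these data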;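 note: signal is the Cy5 over europium emission ratio at 671 and 618 nm; 0% = plate median of compound wells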
HTRA1 inh – HTRA1 serine protease inhibitors, primary screen, biochemical, fluorescence polarization, HTS; Q92743; recombinant HTRA1, FP-rhodamine activity-based probe; inhibition, % at 5.96 µM; actives 0.5% (n = 340,000); in the data active = inhibition above about 36%;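 note: 0% = enzyme with DMSO and 100% = wells lacking enzyme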
SIAE inh – human SIAE inhibitors, primary screen, biochemical, fluorescence polarization, FP-Rh probe, 1536-well HTS; Sialate O-acetylesterase (Homo sapiens), Q9HAT2; SIAE FP-Rh probe binding; inhibition, % at 9.66 µM; actives 0.69% (n = 370,000); AID 1053197, 2014;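 active = inhibition above a cutoff: mean of compounds within the control limits plus 3 SD of those, cut at about 17% in these data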;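 note: 0% = plate median of compound wells and 100% = probe without SIAE protein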
Target sequence (Q9HAT2 whole entry, looked up): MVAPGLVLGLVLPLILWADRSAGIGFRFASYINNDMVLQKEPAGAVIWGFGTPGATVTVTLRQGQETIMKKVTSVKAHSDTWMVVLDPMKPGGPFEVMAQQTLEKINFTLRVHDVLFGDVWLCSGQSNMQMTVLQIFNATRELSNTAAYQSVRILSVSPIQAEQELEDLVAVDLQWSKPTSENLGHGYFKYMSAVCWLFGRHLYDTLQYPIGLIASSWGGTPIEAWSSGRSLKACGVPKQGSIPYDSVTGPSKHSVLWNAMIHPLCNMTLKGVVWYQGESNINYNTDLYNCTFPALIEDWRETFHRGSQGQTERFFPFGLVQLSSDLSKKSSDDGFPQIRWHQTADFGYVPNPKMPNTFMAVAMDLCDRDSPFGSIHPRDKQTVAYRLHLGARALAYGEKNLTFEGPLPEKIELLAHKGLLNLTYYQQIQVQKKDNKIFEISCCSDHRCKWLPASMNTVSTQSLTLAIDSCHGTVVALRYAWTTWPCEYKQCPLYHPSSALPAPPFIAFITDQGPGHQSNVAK
mABHD4 FP – ABHD4 inhibitors, primary screen, biochemical, fluorescence polarization, mouse; (Lyso)-N-acylphosphatidylethanolamine lipase (Mus musculus), Q8VD66; purified mABHD4, FP-Rh probe fluorescence polarization; inhibition, % at 8.92 µM; actives 0.54% (n = 370,000);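 active = inhibition exceeding the mean over every tested compound plus 3 SD, cut at about 30% in these data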;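 note: 0% = plate median of compound wells and 100% = S159A mutant with DMSO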
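Test system: mABHD4 protein | Buffer or medium: HEPES pH 7.0 buffer, 150 mM NaCl, 0.01% Pluronic F-127 | Probe or stimulus: FP-Rh fluorescent activity-based probe, added after compound pre-incubation | Timing: Pre-incubation 45 min, probe exposure 60 min, at 25 °C | Technique: Fluorescence polarization, excitation 525 nm, emission 598 nm, BODIPY TMR filters | Repeats: Single well per compound (singlicate)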
PRMT1 FP inh – PRMT1 methyltransferase inhibitors, primary screen, biochemical, fluorescence polarization. actives 1.3% (n = 370,000). recombinant PRMT1, activity-based probe fluorescence polarization. AID 652257, 2013. Protein arginine N-methyltransferase 1 (Homo sapiens), Q99873. inhibition, % at 2.79 µM;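 active = inhibition above about 21% made by adding two undisclosed values, limit read from the data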
Target sequence (Q99873 whole entry, looked up): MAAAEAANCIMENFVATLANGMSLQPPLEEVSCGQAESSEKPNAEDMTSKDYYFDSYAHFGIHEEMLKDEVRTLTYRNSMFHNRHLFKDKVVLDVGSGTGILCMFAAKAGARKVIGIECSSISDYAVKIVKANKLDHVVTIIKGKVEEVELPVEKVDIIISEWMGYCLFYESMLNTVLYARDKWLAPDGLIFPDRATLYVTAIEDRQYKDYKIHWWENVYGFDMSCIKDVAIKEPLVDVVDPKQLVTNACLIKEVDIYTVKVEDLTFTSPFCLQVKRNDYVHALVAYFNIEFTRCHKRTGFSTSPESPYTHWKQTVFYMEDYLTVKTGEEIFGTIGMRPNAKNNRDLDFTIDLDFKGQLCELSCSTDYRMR
* = called active by the depositor; nt = not tested or not shown; & = joins results of further samples. Compounds as they come (roughly 4.2% active in at least one column).

SMILES	UHRF1 binding	Tn7 DDE FP	TDP2 absorb	PG9 binder	TCR-CD3 inh	LEDGF integ inh	HTRA1 inh	SIAE inh	mABHD4 FP	PRMT1 FP inh
CCN(CC)CCCNC(=O)CNC(=O)c1nn(-c2ccc(OC)cc2)c(=O)c2ccccc12	-1	-7	13	-2.0	3	-4	2	-1	-1	0
OCC(CO)(CO)NC(=S)Nc1cc(Cl)cc(Cl)c1	2	3	-13	-2.3	-3	2	9	-1	-2	-4
Nc1cc(C(=O)N/N=C/c2cccc([N+](=O)[O-])c2)n[nH]c1=O	-5	-7	-6	-0.6	3	2	2	-5	0	-2
CC(C)CC(=O)Nc1ccccc1N1CCCC1	2	0	12	-1.4	4	3	-6	4	-8	-1
CC1CCCN(C(=O)c2cc3c(-c4ccc(Cl)cc4)nn(C)c3s2)C1 (centres undefined)	1	-4	2	-1.9	2	2	-13	-9	-3	-3
COc1ncccc1-c1nnn(-c2ccc(Cl)c(Cl)c2)n1	3	1	1	-0.1	11	-3	-4	-1	-3	-1
CC(=O)N1CCN(c2ccc(NCc3cccc4ccccc34)cc2)CC1	5	-8	5	-6.3	3	8	37*	10	30*	-2
COc1ccccc1CC(=O)Nc1ccc2c(c1)CCC2	-1	10	-6	-1.1	-1	-3	-8	-3	2	0
O=C(O)/C=C/C(=O)N1CCN(C(=O)/C=C/C(=O)O)CC1	1	-1	0	-0.5	-2	-1	3	-1	4	2
Cc1ccc(CN2CCN(C(=O)c3cccc4ccccc34)CC2)cc1	1	-2	0	-1.4	-1	0	-13	4	8	2
CS(=O)(=O)N(CC(=O)NCCSCc1cccc(Cl)c1)c1ccc2c(c1)OCO2	4	5	-8	3.3	-2	-2	-2	-5	-16	4
CCC(=O)Nc1ccc(Br)cn1	0	-12	-2	0.5	-4	-6	4	-3	-2	-1

Part of the list above, field by field.
Compound: O=C(O)/C=C/C(=O)N1CCN(C(=O)/C=C/C(=O)O)CC1
  UHRF1 binding = 1
  Tn7 DDE FP = -1
  TDP2 absorb = 0
  PG9 binder = -0.5
  TCR-CD3 inh = -2
  LEDGF integ inh = -1
  HTRA1 inh = 3
  SIAE inh = -1
  mABHD4 FP = 4
  PRMT1 FP inh = 2
Compound: Cc1ccc(CN2CCN(C(=O)c3cccc4ccccc34)CC2)cc1
  UHRF1 binding = 1
  Tn7 DDE FP = -2
  TDP2 absorb = 0
  PG9 binder = -1.4
  TCR-CD3 inh = -1
  LEDGF integ inh = 0
  HTRA1 inh = -13
  SIAE inh = 4
  mABHD4 FP = 8
  PRMT1 FP inh = 2
Compound: CS(=O)(=O)N(CC(=O)NCCSCc1cccc(Cl)c1)c1ccc2c(c1)OCO2
  UHRF1 binding = 4
  Tn7 DDE FP = 5
  TDP2 absorb = -8
  PG9 binder = 3.3
  TCR-CD3 inh = -2
  LEDGF integ inh = -2
  HTRA1 inh = -2
  SIAE inh = -5
  mABHD4 FP = -16
  PRMT1 FP inh = 4

Copied from the list.
Entry of `CCN(CC)CCCNC(=O)CNC(=O)c1nn(-c2ccc(OC)cc2)c(=O)c2ccccc12` under Tn7 DDE FP: -7
Entry of `O=C(O)/C=C/C(=O)N1CCN(C(=O)/C=C/C(=O)O)CC1` under Tn7 DDE FP: -1
Entry of `CS(=O)(=O)N(CC(=O)NCCSCc1cccc(Cl)c1)c1ccc2c(c1)OCO2` under TDP2 absorb: -8

Further results.
SMILES	UHRF1 binding	Tn7 DDE FP	TDP2 absorb	PG9 binder	TCR-CD3 inh	LEDGF integ inh	HTRA1 inh	SIAE inh	mABHD4 FP	PRMT1 FP inh
CC(=O)OC(Cn1nc(C)cc1C)c1ccccc1 (centres undefined)	0	6	3	-3.1	-5	-3	4	-4	-3	1
CC1CCCN(c2nc3c(c(=O)n(C)c(=O)n3C)n2Cc2ccccc2)C1 (centres undefined)	0	4	-14	-2.7	-4	2	1	6	-2	1
COc1ccc(S(=O)(=O)NCCN2CCNC2=O)cc1OC	-1	-2	4	0.4	6	3	nt	14	7	-8
O=C(N/N=C/c1cc2cc3c(cc2nc1Cl)OCCO3)c1ccccc1O	1	-1	4	1.4	4	1	6	-21	5	-6
Cc1ccc(Nc2cnn(C34CC5CC(CC(CC(=O)O)(C5)C3)C4)c(=O)c2Cl)cc1C	17	2	3	-0.6	4	0	3	-2	-4	0
Cc1cccc(C(=O)Nc2ccc(C(=O)N/N=C/c3ccco3)cc2)c1	2	-3	4	-1.1	5	2	-15	-8	-10	4
O=C1Nc2ccc(Br)cc2/C1=N/N=C/C1=C(N2CCOCC2)C(=C\c2ccccc2)/CC1	0	1	-1	-4.5	1	1	10	10	8	6
CC(=O)N/C(=C\c1ccccc1)C(=O)OCC(=O)c1ccc(F)cc1	3	3	0	-1.6	-2	-1	-7	-1	3	3
Cn1ccnc1-c1ccc(-c2nccn2C)cc1	-1	-4	11	-0.5	0	-1	0	-5	2	1
CSc1cccc(NC(=O)COC(=O)C2(c3ccccc3)CC2)c1	1	-2	-6	-2.8	2	0	-23	-4	-13	-4
Cc1cc(C)c2oc(C(=O)Nc3ccc(S(=O)(=O)N4CCC(C)CC4)cc3)cc(=O)c2c1	-1	2	-5	-2.2	3	-5	-2	-3	-5	-1
O=C(c1ccc(Sc2cccc(Cl)c2)c([N+](=O)[O-])c1)N1CCN(c2ccccn2)CC1	3	0	-2	-1.1	0	2	29	1	-6	-3

Complete entries, looked up by structure.
Profile of CSc1cccc(NC(=O)COC(=O)C2(c3ccccc3)CC2)c1 = UHRF1 binding = 1; Tn7 DDE FP = -2; TDP2 absorb = -6; PG9 binder = -2.8; TCR-CD3 inh = 2; LEDGF integ inh = 0; HTRA1 inh = -23; SIAE inh = -4; mABHD4 FP = -13; PRMT1 FP inh = -4
Profile of Cn1ccnc1-c1ccc(-c2nccn2C)cc1 = UHRF1 binding = -1; Tn7 DDE FP = -4; TDP2 absorb = 11; PG9 binder = -0.5; TCR-CD3 inh = 0; LEDGF integ inh = -1; HTRA1 inh = 0; SIAE inh = -5; mABHD4 FP = 2; PRMT1 FP inh = 1

More compounds.
SMILES	UHRF1 binding	Tn7 DDE FP	TDP2 absorb	PG9 binder	TCR-CD3 inh	LEDGF integ inh	HTRA1 inh	SIAE inh	mABHD4 FP	PRMT1 FP inh
COC(=O)c1c(-c2ccco2)csc1NC(=O)C1CC=CCC1C(=O)O (centres undefined)	3	6	-2	9.7*	0	3	-3	-7	0	27*
CCOC(=O)c1sc(NC(=O)c2ccc(OC(C)=O)cc2)nc1C	0	-3	-3	7.2	-3	-2	0	-9	-4	2
O=C(Nc1ccc(C(F)(F)F)cc1[N+](=O)[O-])O[C@H]1[C@H](Cc2ccccc2)NS(=O)(=O)[C@H]2C[C@@H]3C=C[C@]12O3	4	-11	-10	-1.5	-5	2	-21	-8	-16	0
Cc1nc(SC(C)C)[nH]c(=O)c1Cc1ccccc1	4	-10	0	1.0	0	-1	-2	-4	5	0
O=C(CN(Cc1ccccc1)C(=O)c1cc2c(s1)CCC2)NCc1cccs1	1	2	-14	-2.6	-10	7	-7	-2	-9	-2
Cc1ccc(OCC(=O)NNC(=O)c2ccc(NC(=O)C3CC3)cc2)c(C)c1	3	3	-5	-0.4	-3	-3	-6	-2	3	3
COc1ccc(C(C(=O)NCc2ccccc2)n2c(=O)c(-c3ccccc3)nc3ccccc32)cc1 (centres undefined)	3	3	-4	-1.1	-6	-4	nt	-20	-35	-1
CC(=S)c1c(C)cc2cc(C)ccn12	-6	-2	2	-3.9	-8	4	17	7	-2	11
CCOC(=O)c1nnn(-c2nonc2N)c1-c1cccs1	3	1	3	0.6	-9	-2	-1	-5	2	1
Cc1onc(-c2ccccc2)c1C(=O)Nc1ccccc1C#N	-1&0	-1&-3	10&-7	-3.9&-0.2	11&5	2&4	-9&-1	3&-7	-3&0	-7&-2
Cc1nn(Cc2ccccc2)c(C)c1/C=N/NC(=O)c1ccccc1O	-3	-3	-17	-3.2	5	0	4	-7	-1	-3
CC1(C)C2CC[C@]1(C)C(=O)N(CCCCN1CCN(c3ccccn3)CC1)C2=O	4	2	-8	0.2	-9	6	2	0	-11	-2
CCCCNC(=S)N1CCN(Cc2ccc3c(c2)OCO3)CC1	0	-5	6	-1.5	-1	-2	-6	3	4	0
O=C(c1ccc(F)cc1)C1CCN(C(=O)NCc2ccccc2)CC1	5	-2	-4	0.8	0	2	4	2	1	-2
O=C(CC1NCCc2ccccc21)Nc1ccc(Cl)cc1 (centres undefined)	-3	-2	9	0.0	2	1	-2	1	-5	-4
COC(=O)Cn1ccnc1[N+](=O)[O-]	2	6	4	-1.8	2	0	4	-5	-3	-3
CCNC(=O)C1(C)CCN(C(=O)c2ccc(F)cc2Cl)C1 (centres undefined)	0	-3	-6	0.1	-6	-2	nt	1	5	5
CCOC(=O)/C=C1/SCC(=O)N1CC(=O)Nc1ccccc1OC(F)F	2	-1	2	-1.6	-3	2	2	-5	-9	-2
O=C1Nc2ccccc2CN2C(=O)c3cc(Cl)ccc3NC(=O)C12 (centres undefined)	11	0	7	-0.6	1	-4	nt	8	6	3
COc1ccc(Br)cc1C1NC(=O)c2c(sc3c2CCN(C)C3)N1 (centres undefined)	-2	-8	-3	-3.4	2	3	5	2	3	1
CCCS(=O)(=O)N1CCCC(C(=O)NCCc2cccc(C)c2)C1 (centres undefined)	-1	9	4	-0.9	2	1	0	12	-4	3
O=C(CN(CCO)c1ccccc1)NC12CC3CC(CC(C3)C1)C2	-1	3	9	-2.0	0	-2	-2	3	0	-1
CN1CCC(N(C)C(=O)c2sc3cc(F)ccc3c2Cl)CC1	0	0	-13	-2.6	10	1	-3	-4	-2	2
CCOc1ccccc1NC(=O)CCN1CCN(S(=O)(=O)c2ccc(Br)cc2)CC1	-1	3	3	-1.2	4	3	-6	4	-2	-2
